Tb PGK inh = inhibitors of T. brucei phosphoglycerate kinase; P07378; PGK/GAPDH coupled, Kinase-Glo luminescence, 60 min; Potency, µM (top dose mostly 57.5 µM), for inactives: at the highest dose activity change, negative = inhibition, hits mostly inhibitors; 0.043% of 380,000 active; AID 602233; note: potency is the fitted concentration of half-maximal effect; % is set by controls: 0 for no effect and ±100 for the full control effect; nearly all actives have a fitted effect of over 60% in size
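Recombinant glycosomal PGK reaction used 1,3-bisphosphoglycerate generated in-well by GAPDH (100nM final) in 100mM TEA pH 7.6, 5mM MgCl2, 0.01% Tween-20. After 60 minutes at room temperature, ATP was read by Kinase-Glo Plus luminescence end-point.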
BAZ2B inh = BAZ2B (human) inhibition. Q9UIF8. AlphaScreen BAZ2B-H3K14Ac peptide displacement. Potency, µM (titrated, usually from 114 µM), without a hit: top-dose activity change, negative = inhibition, usual class: inhibitors. 4.4% of 360,000 active. AID 504333; note: potency is the fitted concentration of half-maximal effect; % is set by controls: 0 for no effect and ±100 for the full control effect; nearly all actives have a fitted effect of over 60% in size
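In this displacement format the biotinylated H3(5-23) peptide acetylated at Lys14 serves as ligand at 50 nM, with BAZ2B at 50 nM in PBS pH 7.4 containing 0.01% Tween-20. Donor and acceptor beads are 10 ug/mL final.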
Pin1 inh = human Pin1 inhibition; Potency, µM (series often up to 115 µM), for inactives: at the top dose activity, negative = inhibition, hits mostly inhibitors; Pin1 FP peptide displacement, HiFluor488, 10 min; 0.009% of 390,000 active; Q13526; active = well fitted inhibition curve with a large enough effect in the polarisation, with a control signal flat, not every such curve was filed as active; inconclusive = small, poorly fitted or top-dose-only effect, or effect the other way, or a change in a side signal; inactive = no such curve, though single readings can be large or run the other way; the % refers to the polarisation; note: potency is the fitted concentration of half-maximal effect; % is set by controls: 0 for no effect and ±100 for the full control effect
Target sequence (Q13526 whole entry, looked up): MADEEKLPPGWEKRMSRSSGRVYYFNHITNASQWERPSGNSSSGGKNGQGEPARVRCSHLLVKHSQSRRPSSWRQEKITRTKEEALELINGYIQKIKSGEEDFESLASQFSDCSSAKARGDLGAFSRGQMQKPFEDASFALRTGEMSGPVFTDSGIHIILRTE
ERG Ets-DNA blk = ERG Ets/DNA interaction inhibition. fluorescence polarization, His-ERG Ets domain / labelled DNA. Potency, µM (doses to about 76.9 µM), without a hit: top-dose FP activity, negative = inhibition, hits mostly inhibitors. P11308. 0.028% of 370,000 active; active = well fitted inhibition curve with a large enough effect in the polarisation, with a control signal flat; inconclusive = small, poorly fitted or top-dose-only effect, or effect the other way, or a change in a side signal; inactive = no such curve, though single readings can be large or run the other way; the % refers to the polarisation;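 note: polarization taken with two DNA probes labelled with fluorescein and Texas red; potency is the fitted concentration of half-maximal effect; % of control where 0% means no effect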
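His-tagged ERG Ets domain (1 uM in the protein solution; 300mM KCl, 50mM Tris-HCl, 1mM EDTA, 1mM DTT, pH 7.5) received compound, then a probe mix of 5 nM fluorescein-DNA and 100nM Texas-615-DNA. Fluorescence polarization was read for both dyes.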
GLS inhibitor = glutaminase GLS (human) inhibition; AID 624170; 0.21% of 410,000 active; O94925; Potency, µM (top dose mostly 45.5 µM), for the others: top-dose activity change, negative = inhibition, actives largely listed as inhibitors; GLS enzymatic activity, qHTS titration; note: potency is the fitted concentration of half-maximal effect; % is set by controls: 0 for no effect and ±100 for the full control effect
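Assay buffer: 45 mM KH2PO4 pH 8.2, 0.02% Tween-20. hKGA acts on L-glutamine (1 mM solution added); product glutamate is reported by an oxidase/peroxidase Amplex Red coupling, with fluorescence taken at baseline and 30 min.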
G9a block = blocks human histone lysine methyltransferase G9a; Q96KQ7; G9a H3K9 monomethylation, AlphaScreen, 2 h; Potency, µM (top dose mostly 102 µM), for the others: at the top dose activity, negative = inhibition, most hits filed as inhibitors; 8.8% of 350,000 active; note: potency is the fitted concentration of half-maximal effect; % is set by controls: 0 for no effect and ±100 for the full control effect; nearly all actives have a fitted effect of over 75% in size
Target sequence (Q96KQ7 913-1193 limits assumed): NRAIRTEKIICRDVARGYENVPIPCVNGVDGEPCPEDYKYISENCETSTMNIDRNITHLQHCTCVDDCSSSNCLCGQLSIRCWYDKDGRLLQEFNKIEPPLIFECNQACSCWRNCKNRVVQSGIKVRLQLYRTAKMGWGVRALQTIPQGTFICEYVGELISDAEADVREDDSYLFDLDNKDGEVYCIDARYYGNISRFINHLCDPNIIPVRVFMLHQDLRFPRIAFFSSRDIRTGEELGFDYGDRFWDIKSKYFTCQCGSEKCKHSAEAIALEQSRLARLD
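Methyltransferase reactions run at room temperature for 2 h (20 nM enzyme, 500 nM biotin-H3K9 peptide, 20 uM SAM) after a 15 min compound preincubation; product detected by AlphaScreen beads and anti-H3K9me1 antibody.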
HP1b chromo inh = HP1-beta chromodomain-methylated histone interaction inhibition. AlphaScreen HP1-beta / biotin-H3K9me3 peptide binding. Potency, µM (top dose mostly 114 µM), for inactives: at the highest dose activity change, negative = inhibition, usual class: inhibitors. 0.56% of 390,000 active. AID 540317; note: potency is the fitted concentration of half-maximal effect; nearly all actives have a fitted effect of over 70% in size; inactives centre near 23
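HP1-beta protein (50 nM final) preincubated 30 min at room temperature with biotinylated H3(1-18)K9me3 peptide (50 nM) in PBS pH 7.4, 0.01% Tween-20, then compound added for 30 min. AlphaScreen streptavidin donor/nickel chelate acceptor beads (10 ug/mL final), 30 min dark, luminescence read.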
PI4K2A inh = PI4K2A (human) kinase inhibition; Q9BTU6; purified PI4K2A, ADP-Glo luminescence, 1 h; stronger effect = lower value; activity change, negative = inhibition, % at 76.9 µM; 0.13% of 420,000 active; AID 1346378; in the data active = activity change below about -50%; inconclusive = mostly about -30% to -49%;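 note: -100% = wells without enzyme as full effect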
Target sequence (Q9BTU6 whole entry, looked up): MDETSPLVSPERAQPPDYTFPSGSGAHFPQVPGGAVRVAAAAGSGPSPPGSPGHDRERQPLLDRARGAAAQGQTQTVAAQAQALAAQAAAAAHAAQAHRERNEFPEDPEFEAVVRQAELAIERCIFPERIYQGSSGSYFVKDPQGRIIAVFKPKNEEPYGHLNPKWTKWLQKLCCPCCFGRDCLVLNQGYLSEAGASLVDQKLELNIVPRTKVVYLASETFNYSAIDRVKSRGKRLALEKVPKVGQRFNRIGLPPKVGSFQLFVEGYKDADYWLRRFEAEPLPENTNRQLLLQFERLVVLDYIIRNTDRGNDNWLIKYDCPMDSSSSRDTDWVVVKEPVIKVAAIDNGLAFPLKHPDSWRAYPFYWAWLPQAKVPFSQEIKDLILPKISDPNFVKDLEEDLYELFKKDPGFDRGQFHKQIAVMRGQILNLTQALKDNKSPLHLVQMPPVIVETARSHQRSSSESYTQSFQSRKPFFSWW
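Compounds are screened against recombinant PI4K2A using PI as substrate and ATP, the latter dispensed at 300 microM. Reactions run one hour at ambient temperature before ADP-Glo detection; full inhibition defined by wells lacking enzyme.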
JMJD2A Tudor = inhibitors of human JMJD2A Tudor domain; AlphaScreen JMJD2A-Tudor / H3K4me3 peptide binding; Potency, µM (top dose mostly 114 µM), for inactives: at the top dose activity change, negative = inhibition, usual class: inhibitors; 4.4% of 390,000 active; note: potency is the fitted concentration of half-maximal effect; % is set by controls: 0 for no effect and ±100 for the full control effect; nearly all actives have a fitted effect of over 50% in size
Starred values were filed as active, the others as inactive; i = inactive; ? = inconclusive; nt = not tested or not shown; [ ] = another dose, or the depositor's remark. Unless noted, calls come from the whole dose curve; as a rule, active = well fitted curve in the direction sought with a large enough effect; inconclusive = small, poorly fitted or top-dose-only effect, or another doubt; inactive = no such curve, though single readings can be large; an effect the other way counts as inactive or inconclusive.

Tb PGK inh	BAZ2B inh	SMILES	Pin1 inh	ERG Ets-DNA blk	GLS inhibitor	G9a block	HP1b chromo inh	PI4K2A inh	JMJD2A Tudor
2.5%	-9.4%	OCCNCCCCOc1ccc(OCc2ccccc2)cc1	1.9%	13.9%	0.5%	18.3%[59 µM]	-0.5%	-10.9	-33.8%
nt	10.7%	O=C1CC(c2ccccc2)CC(O)=C1C=Nc1ccc(Cl)cc1 (stereo unspecified)	1.3%	-2.1%	14.2%	20.4%[59 µM]	52.7%[activator]	-4.5	-22.5%
3.9%	-11.2%	COc1cccc(Cn2c(SCc3ccc(C(=O)N4CCCCC4)cc3)nc3ccncc32)c1	-0.3%	-1.2%	4.2%	-21.9%[59 µM]	37.8%	-0.8	-19.1%
?	-4.8%	O=Cc1coc2ccc3ccccc3c2c1=O	-12.8%	-3.2%	?	50.1µM*	-20.7%	-12.6	?
-0.9%	nt	COc1cc([C@@H]2c3cc4c(cc3[C@@H](O[C@@H]3O[C@@H]5CO[C@@H](C)O[C@H]5[C@H](O)[C@H]3O)[C@H]3COC(=O)[C@H]23)OCO4)cc(OC)c1O	-2.2%	-1.4%	17.5%	nt	65.1%[activator]	-1.3	-17.2%
2.1%	-3.4%	COc1cccc(C2CC(=O)Nc3c2c(=O)nc2c(C)cccn32)c1 (stereo unspecified)	0.1%	-4.6%	-2.0%	-1.8%[59 µM]	52.2%[activator]	-0.2	1.9%
i	-3.2%[57.1 µM]	COc1ccccc1NC(=O)CN1CCC(C(=O)c2ccc(F)cc2)CC1	0.0%	3.8%	-6.8%	0.7%	37.3%	-8.3	-8.1%
-1.0%	-2.3%	COc1ccc(-c2noc(-c3ccccc3C(=O)NCC3CCCO3)n2)cc1 (stereo unspecified)	-5.3%	1.3%	8.7%	2.4%	32.5%	3.2	-26.6%
5.0%	-12.1%	O=C(c1cc(COc2ccc(F)cc2Cl)on1)N1CCCCC1c1cccnc1 (stereo unspecified)	-3.1%	-7.9%	4.5%	-1.8%	37.8%[activator]	-2.4	-15.9%
i	-37.9%	Cc1ccc(/C=N/NC(=O)c2nc3nc(C)cc(C)n3n2)cc1	?	8.5%	-0.9%	?	35.9%[activator]	-1.4	-9.8%
-4.8%	-16.9%	Cc1ccc(S(=O)(=O)N2CCN(C(=O)C(C)Cn3cncn3)CC2)cc1 (stereo unspecified)	4.2%	7.8%	-11.2%	-0.8%	28.2%	-4.0	-3.9%
i	1.5%	CC(Oc1ccc(Cl)cc1Cl)C(=O)Nc1cccnc1 (stereo unspecified)	-2.1%	1.1%	-0.1%	8.1%[59 µM]	32.3%[activator]	4.1	-3.0%
-15.0%	22.8%[57.1 µM]	CCc1nc(SCC(=O)c2cccs2)c2oc3ccccc3c2n1	45.4%[activator]	-14.7%	nt	31.3%[59 µM]	54.5%[activator]	0.7	47.4%[activator]
i	2.4%	CC(NC(=O)/C(=C\c1ccco1)NC(=O)c1ccccc1Br)C(=O)O (stereo unspecified)	-11.0%	-19.3%	6.9%	?	13.3%	-5.2	?
-3.2%	13.4%	CC(NC(=O)Cn1cnnn1)c1cccc(C(F)(F)F)c1 (stereo unspecified)	?	-3.6%	-5.2%	7.4%	-7.5%	3.7	-17.1%
1.5%	-3.1%	O=c1c2ccccc2nnn1Cc1ccccn1	-9.6%	4.5%	2.6%	18.5%	18.6%	7.3	-16.9%
6.6%	6.7%	CCc1cc2c(=O)c(-c3nc4ccccc4n3C)c(CCCC(=O)O)oc2cc1OC(=O)C(C)(C)C	-2.5%	8.0%	3.2%	-19.5%	32.7%	5.1	-1.4%[57.1 µM]
-1.1%	18.2%	CC(C)Cn1c(=O)c(C(=O)N/N=C/c2cccc(F)c2)c(O)c2ccccc21	9.8%	1.8%	6.1%	-2.8%[59 µM]	79.9%[activator]	-10.1	-15.4%
nt	?	COC(=O)Nc1cc(C(=O)c2ccc(Cl)cc2Cl)c[nH]1	30.2%[activator]	-3.7%	24.0%	50.1µM*	-17.9%	0.0	?
-10.6%	7.3%	Cc1cccc2cc(CN(CC3CCCO3)C(=S)Nc3ccccc3)c(=O)[nH]c12 (stereo unspecified)	7.8%	nt	5.8%	-11.9%[59 µM]	29.1%	1.1	-6.9%
0.8%	?	Cc1ccc(NC(=S)NCc2ccc3c(c2)cc(C)n3C)c(C)c1	0.3%	?	28.2%	-28.5%	?	-4.6	22.4µM*
i	-30.4%	C/C(=N/O)c1ccc(Oc2cnccn2)cc1	-2.4%	0.3%	0.0%	-27.2%	6.4%	0.7	-8.4%
-1.9%	nt	CC(C)(C)OC(=O)C[C@@H]1C/C=C\C[C@@H](CC(=O)N[C@@H](CO)Cc2ccccc2)C(=O)NC[C@@H](c2ccccc2)OC1=O	-0.8%	8.9%	-3.6%	nt	22.7%	0.8	-21.8%
-5.9%	-14.6%	COc1ccc([N+](=O)[O-])cc1N(CC(=O)NC(C(C)C)C(C)C)S(C)(=O)=O	35.7%[activator]	0.2%	-0.8%	-1.1%	56.6%[activator]	1.6	-3.0%[11.4 µM]
6.1%	-17.3%	Cc1cccc(NC(=O)C2CCCN(S(=O)(=O)c3c(C)[nH]c(=O)[nH]c3=O)C2)c1C (stereo unspecified)	-2.1%	6.9%	2.1%	-25.6%[59 µM]	31.2%	-5.4	-10.3%
i	-30.0%	CCOC(=O)c1[nH]c2c(c1Cc1ccccc1C)C(=O)CC(c1cc(OC)ccc1OC)C2 (stereo unspecified)	22.3%	1.3%	-0.3%	-9.5%[59 µM]	16.2%	-0.9	-5.8%
-2.7%	2.6%	CN1C(=O)[C@H]2[C@@H](/C=C/c3ccccc3)N3C(=O)CN(Cc4ccccc4)C(=O)[C@@]3(C)[C@H]2C1=O	4.9%	-8.4%	17.4%	25.9%	17.5%	2.1	-27.3%
-6.2%	13.4%	COc1ccccc1C(=O)NN(C)C1=NS(=O)(=O)c2ccccc21	-8.6%	4.5%	-2.7%	13.6%	26.0%	1.0	5.1%
-0.7%	-11.5%	CCC1(C)Cc2c(sc3[nH]c(=S)[nH]c(=S)c23)CO1 (stereo unspecified)	10.2%	-18.4%	12.7%	-44.1%[2.33 µM]	1.6%	-2.7	-23.2%
-7.3%	-14.3%	Cc1ccc(-c2nc(SCC(N)=O)c(C#N)c3c2CCCC3)cc1	-5.1%	-7.4%	nt	-43.5%	26.8%	-1.7	3.2%
-0.8%	1.0%	CC(=O)CCC(=O)NCCc1ccccc1F	6.5%	5.0%	-8.7%	2.3%[12.7 µM]	38.4%[activator]	-0.7	-2.3%
nt	41.5%[activator]	CC1CC(C)CN(C(=O)CSc2nc(Cc3cccs3)nc3ccccc23)C1 (stereo unspecified)	14.6%	-0.1%	-3.5%	-39.4%[59 µM]	22.4%	-1.7	-8.0%
-5.9%	nt	CCOc1ccccc1-c1cc(C(=O)N/N=C/c2cccnc2)c2ccccc2n1	-0.9%	1.6%	0.8%	nt	-0.6%	3.6	-16.2%
-7.0%	-19.1%	CCCCN1C(=O)C(NC(=O)c2ccc(C(C)(C)C)cc2)(C(F)(F)F)C(C(=O)OC)=C1C (stereo unspecified)	-3.3%	-2.2%	-1.5%	1.1%[59 µM]	7.4%	1.5	-19.0%
i	-0.5%	CC(C)(C)C(C(=O)O)N1CCS(=O)(=O)CC1 (stereo unspecified)	2.4%	3.6%	2.0%	10.6%	21.3%	2.0	-15.3%
i	1.6%	COc1ccc(-c2nc3c(c(SCC(=O)N4CCOCC4)n2)COC(C)(C)C3)cc1	-8.1%	7.6%	nt	9.2%	10.7%	2.5	14.7%

Reprinted from the part before: two entries, followed by the next part.
Tb PGK inh	BAZ2B inh	SMILES	Pin1 inh	ERG Ets-DNA blk	GLS inhibitor	G9a block	HP1b chromo inh	PI4K2A inh	JMJD2A Tudor
i	-0.5%	CC(C)(C)C(C(=O)O)N1CCS(=O)(=O)CC1 (stereo unspecified)	2.4%	3.6%	2.0%	10.6%	21.3%	2.0	-15.3%
i	1.6%	COc1ccc(-c2nc3c(c(SCC(=O)N4CCOCC4)n2)COC(C)(C)C3)cc1	-8.1%	7.6%	nt	9.2%	10.7%	2.5	14.7%
i	-21.9%	Cc1ccc(C(=O)NC2CCCCC2)cc1S(=O)(=O)N1CCCC1	4.2%	8.9%	0.3%	13.1%	31.8%	-1.6	-0.7%
0.8%	-21.4%	COc1cc(OC)c(C(=O)NCCCn2ccnc2)cc1OC	3.5%	0.0%	-10.7%	-4.0%	18.9%	3.8	-1.1%
-6.6%	-8.7%	Cc1ccccc1OCC(O)Cn1c(NCc2ccco2)nc2c1c(=O)n(C)c(=O)n2C (stereo unspecified)	0.0%	nt	1.9%	?	-6.4%	1.2	-26.2%
0.2%	5.3%	O=C(CCc1nc2ccccc2[nH]1)N1CCc2ccccc2C1	?	6.2%	-0.8%	89.1µM*	13.5%	-5.3	-20.7%

Bioassay records: PubChem BioAssay, National Center for Advancing Translational Sciences (NCATS)
